Screens from PubChem BioAssay.
FLuc inh = inhibitors of firefly (Photinus pyralis) luciferase | P08659 | purified P. pyralis luciferase, luminescence, biochemical | Potency, µM (top dose mostly 115 µM), without a hit: at the top dose activity change, negative = inhibition, usual class: inhibitors | actives 2.5% (n = 76,000) | AID 1347043; note: potency is the fitted concentration of half-maximal effect; nearly all actives have a fitted effect of over 65% in size
Target sequence (P08659 whole entry, looked up): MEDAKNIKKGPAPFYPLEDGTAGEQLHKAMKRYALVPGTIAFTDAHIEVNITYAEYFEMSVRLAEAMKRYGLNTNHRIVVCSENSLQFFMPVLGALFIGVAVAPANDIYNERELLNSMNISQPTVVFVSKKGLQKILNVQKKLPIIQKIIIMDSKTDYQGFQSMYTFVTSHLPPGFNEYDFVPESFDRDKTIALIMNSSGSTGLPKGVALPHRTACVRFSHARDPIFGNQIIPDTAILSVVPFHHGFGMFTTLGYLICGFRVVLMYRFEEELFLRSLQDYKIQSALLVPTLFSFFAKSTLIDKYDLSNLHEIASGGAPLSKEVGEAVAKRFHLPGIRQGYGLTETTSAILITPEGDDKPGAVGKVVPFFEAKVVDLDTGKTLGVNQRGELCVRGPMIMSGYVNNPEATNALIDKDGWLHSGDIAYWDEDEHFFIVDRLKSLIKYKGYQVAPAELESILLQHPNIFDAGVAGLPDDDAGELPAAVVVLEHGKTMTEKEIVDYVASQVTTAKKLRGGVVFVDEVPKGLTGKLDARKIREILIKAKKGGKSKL
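Cell-free enzyme assay, 10nM P. pyralis luciferase, luciferin and ATP each at 10uM. Inhibition profiled over a 6-point titration, read as luminescence.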
HEK293 tox = kills HEK 293 cells | HEK 293 viability, ATP luminescence (CellTiter-Glo), 48-72 h | Potency, µM (highest dose often 115 µM), for the others: at the highest dose activity change, negative = cytotoxicity, actives largely listed as inhibitors | actives 6.6% (n = 94,000) | AID 1345083; note: potency is the fitted concentration of half-maximal effect; nearly all actives have a fitted effect of over 60% in size
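HEK 293 seeded at 250 cells/well receive compound via pintool. After 48 or 72 hr at 37 degree Celsius, 5% CO2 and 95% humidity, CellTiter-Glo is dispensed and luminescence read following 10 min at room temperature.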
IP6K1 inh = IP6K1 kinase inhibition. IP6K1 kinase, ADP-Glo luminescence, 2 h; active compounds read low. actives 0.81% (n = 140,000). activity change, % (series mostly up to about 58 µM). Q92551. AID 1645851; in the data active = activity change below about -25%
Target sequence (Q92551 whole entry, looked up): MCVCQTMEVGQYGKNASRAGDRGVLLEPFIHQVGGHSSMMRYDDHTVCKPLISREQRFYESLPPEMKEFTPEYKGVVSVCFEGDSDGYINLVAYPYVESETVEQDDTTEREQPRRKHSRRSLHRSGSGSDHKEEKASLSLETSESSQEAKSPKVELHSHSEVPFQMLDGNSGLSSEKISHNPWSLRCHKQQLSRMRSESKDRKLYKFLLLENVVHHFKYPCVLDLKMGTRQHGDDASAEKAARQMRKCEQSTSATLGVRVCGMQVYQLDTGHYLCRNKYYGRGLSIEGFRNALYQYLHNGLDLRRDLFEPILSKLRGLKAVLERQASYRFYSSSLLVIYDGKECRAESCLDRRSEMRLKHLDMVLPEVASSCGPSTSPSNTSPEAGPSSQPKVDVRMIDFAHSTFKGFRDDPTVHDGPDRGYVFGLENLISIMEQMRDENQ
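ADP-Glo luminescence measures ADP made by human IP6K1 during a 2 h RT reaction with ATP/IP6 (mix at 1.3 mM/130 uM); top library doses 57.5 and 19.1 uM final.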
GPT2 inhibitor = GPT2 alanine aminotransferase inhibition; Potency, µM (titrated, usually from 57.7 µM), inactives show at the highest dose activity change, negative = inhibition, most hits filed as inhibitors; Q8TD30; Recombinant GPT2, coupled pyruvate oxidase/HRP Amplex Red fluorescence; actives 0.25% (n = 100,000); AID 1671188; note: potency is the fitted concentration of half-maximal effect; nearly all actives have a fitted effect of over 60% in size; many of its hits are not listed in these tables
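Inhibition is scored from Amplex Red fluorescence generated when pyruvate oxidase and HRP act on pyruvate released by GPT2. Reactions contain 10ng/uL enzyme, 250uM a-KG and 2mM L-alanine and run 30 min at room temperature.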
SNCA expr inhib = reduces expression of the alpha-synuclein gene; HEK-293 SNCA-luciferase knock-in, luminescence, 24 h; Potency, µM (highest dose often 57.2 µM), inactives show top-dose activity change, negative = inhibition, usual class: inhibitors; actives 0.17% (n = 140,000); AID 1671194;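 note: potency is the fitted concentration of half-maximal effect; plate controls were DMSO cells for no effect and cell-free wells for full effect; nearly all actives have a fitted effect of over 45% in size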
3T3 cytotox = cytotoxic compounds in NIH 3T3 cells; Potency, µM (titrated, usually from 96.7 µM), inactives show at the highest dose activity change, negative = cytotoxicity, actives largely listed as inhibitors; NIH 3T3 viability, CellTiter-Glo ATP luminescence, 48-72 h; actives 4.3% (n = 94,000); AID 1345082; note: potency is the fitted concentration of half-maximal effect; nearly all actives have a fitted effect of over 55% in size
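Mouse fibroblast NIH 3T3 cells, 400 per well, received compound via pintool and were incubated for 48 or 72 hr prior to CellTiter-Glo ATP luminescence measurement.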
HEK293 viab = counter-screen for SNCA expression inhibitors: cell viability. HEK-293-SNCA-luc viability, GF-AFC fluorescence, 24 h. Potency, µM (top dose mostly 57.1 µM), inactives show at the highest dose activity change, negative = cytotoxicity, hits mostly cytotoxic. actives 0.12% (n = 150,000). AID 1671193;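 note: potency is the fitted concentration of half-maximal effect; 0% = DMSO-treated cells and -100% = medium-only wells without cells; nearly all actives have a fitted effect of over 30% in size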
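HEK-293-SNCA-luc cells (1500/well) plated 24 h, then exposed 24 h to a dilution series; GF-AFC added 30 min at 37C, fluorescence 405/540 nm; normalised to medium-only and DMSO wells, Hill fit.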
The depositor's hits bear a star; i = inactive; ? = inconclusive; . = not tested or not shown; & = joins results of further samples; [ ] = remark or other dose. Unless noted, calls come from the whole dose curve; as a rule, active = well fitted curve in the direction sought with a large enough effect; inconclusive = small, poorly fitted or top-dose-only effect, or another doubt; inactive = no such curve, though single readings can be large; an effect the other way counts as inactive or inconclusive. Unless noted, % is set by controls: 0 for no effect and ±100 for the full control effect. The list is partial; count on the stated rates, not on these rows.

SMILES	FLuc inh	HEK293 tox	IP6K1 inh	GPT2 inhibitor	SNCA expr inhib	3T3 cytotox	HEK293 viab
Cc1cc(F)ccc1Nc1nc2ccccc2n2nnnc12	.	.	23	.	5%	.	-3%
CCCCc1ccc(NC(=O)CN2C(=O)NC(c3ccc(C)cc3)C3=C2COC3=O)cc1 (stereo not given)	9%	45µM*	0	i	-30%	?	0%
CCS(=O)(=O)N1CCC2(CC1)c1[nH]c3ccccc3c1CCN2C	0%	?	-4	0%	0%	-32%	-5%[12.5 µM]
COc1ccc(-c2noc([C@@H]3Cc4nc[nH]c4CN3C(=O)CC(C)(C)CC(=O)O)n2)cc1	?	0%	13	-11%	?	-3%	3%
O=C(NCCCc1ncc[nH]1)c1ccc(OC2CCN(C(=O)C3CC3)CC2)cc1	8%	?	-6	-7%[11.5 µM]	-21%	i	4%
COc1cc(NC(=O)Cn2nc(-c3ccc(C)c(C)c3)ccc2=O)cc(OC)c1	.	.	-13	.	-26%	.	-12%
COc1ccc(-c2cc(-c3c(C)noc3C)c3cncn3c2)cc1OC	14%[172 µM]	?	-19	?	12%[87.6 µM]	22µM*	-20%[87.6 µM]
CCCCCCNC(=O)Cc1csc2nc(C)c(-c3cc(C)n(-c4cccc(C)c4)n3)c(=O)n12	2%	?	0	-1%	-7%	?	-15%
CC(=O)Nc1cccc(NC(=O)CSc2cn(CC(=O)N(C(C)C)C(C)C)c3ccccc23)c1	.	.	7	.	-10%	.	-26%
O=C(Cc1cccc(F)c1)N1CCC2(CC1)NC(=O)N(Cc1ccccc1)C2=O	9%	-27%	-5	i	3%	?	-3%
CCc1ccc(CNC(=O)c2cc(-c3ccc(Cl)s3)nc3ccccc23)cc1	.	.	13	.	7%	.	-11%
COc1cc(NC(=O)CCN2CCCCCC2=O)ccc1NC(=O)C(C)(C)C	0%	0%	11	-4%	3%	-26%	10%
Cc1cc2c(cc1NS(=O)(=O)c1cccc(C#N)c1)n(C)c(=O)c(=O)n2C	.	.	0	.	33%[activator]	.	5%
O=C(c1cccc(F)c1)N1CCN(C(=O)c2nnn3c2COC(c2ccc(Cl)cc2)C3)CC1 (stereo not given)	2%	-26%	-5	4%	?	-6%	1%
CN1CC(=O)N(c2ccccc2F)Cc2c(NCC(C)(C)C)ncnc21	-4%	?	-14	i	-2%	-21%	-3%
Cc1ccc(NC(=O)N2CCCC(Cn3cnc4cccnc43)C2)cc1C (stereo not given)	-7%	?	8	-6%	-1%	-20%	-5%
CN(Cc1nc2ccc(F)cc2[nH]1)C(=O)CCc1cc2n(n1)CCCNC2	-6%	-5%	3	i	0%	i	0%
COc1ccc(C(=O)Nc2cc(-c3nc4ccccc4s3)ccc2OC)cc1	.	.	13	.	50%[activator]	.	-18%
O=C1CCN(S(=O)(=O)c2ccccc2)CCCN(S(=O)(=O)c2ccccc2)CCN1	-8%	-15%	9	-1%	18%	?	-24%
COc1cc(C(=O)NCCc2csc(-c3ccc(Cl)cc3)n2)cc(OC)c1OC	.	.	11	.	-19%	.	-30%
COc1cc(-c2nc3cccc(C)n3c2Nc2ccc3c(c2)OCCO3)ccc1O	.	.	5	.	?	.	-23%
Cc1ccc(NC(=O)NCCc2ncc(C)n2CC2CC2)cc1C	-3%	?	-3	i	-11%	?	-8%
Cc1ccc(CCNC(=O)C2CCCN(S(=O)(=O)c3ccc4c(c3)oc(=O)n4C)C2)cc1 (stereo not given)	.	.	-11	.	9%	.	17%
Cc1ccccc1Cn1cc(-c2ccncc2)cc1C(=O)N1CCN(C2CCCCC2)CC1	8%	?	-11	4%	-13%	?	?
CCc1ccc(CNC(=O)c2ccc3c(c2)nc2n3CCC(C)C2)cc1 (stereo not given)	.	.	-10	.	12%	.	28%
SMILES	FLuc inh	HEK293 tox	IP6K1 inh	GPT2 inhibitor	SNCA expr inhib	3T3 cytotox	HEK293 viab
CNC(=O)CCn1ncc2cc(OC3CCc4cccc(-c5ccnc(C)c5)c43)ccc21 (stereo not given)	-1%[172 µM]	?	-7	-26%[88.5 µM]	-13%[87.6 µM]	?	-6%[87.6 µM]
CCOc1ccccc1NC(=O)N1CCN(C)c2ncccc21	.	.	-5	.	26%	.	-19%
O=C(Cc1ccc(C(F)(F)F)cc1)N1CC(COc2ccccc2)C2(C1)CN(C(=O)c1cn[nH]c1)C2 (stereo not given)	-6%	?	1	?	?	?	6%
Cc1nc2ccccc2n1Cc1cc(C(=O)N(C)CCOc2ccccc2)n[nH]1	0%	?	4	i	-8%	?	-7%
COc1cc(C(=O)CC2(O)C(=O)N(Cc3ccccc3Cl)c3ccccc32)cc(OC)c1OC (stereo not given)	.	.	8	.	23%	.	6%
Cc1nc([C@@H]2CN(C(=O)CCc3nc4ccccc4s3)C[C@H]2C(N)=O)n[nH]1	-14%	i	25	-5%	-2%	1%	13%
Fc1ccccc1CCNc1cc(Cl)nc2ccnn12	?	?	19	i	2%[87.6 µM]	?	-1%[87.6 µM]
COCCN1C(=O)c2ccccc2C(C(=O)Nc2cc(OC)ccc2OC)C12CCCC2 (stereo not given)	2%	-10%	7	i	-14%	-7%	-9%
CCc1ccc(NC(=O)CCNC(=O)Cn2cnc3ccccc3c2=O)cc1	.	.	14	.	33%[activator]	.	14%
COc1cccc(-c2cc(C3CCN(C(=O)c4ccc(Cl)cc4)CC3)[nH]n2)c1	-3%	45µM*	1	i	5%	?	-11%
COCCN1Cc2ccc(NCC(C)C)nc2C(C)(C(=O)Nc2ccccc2)C1 (stereo not given)	-1%[172 µM]	?	8	3%[88.5 µM]	-8%[87.6 µM]	?	-11%[87.6 µM]
Cc1sc2cc(C(=O)NCc3ccncc3)[nH]c2c1CN1CCCCC1	4%	?	15	i	?	?	-4%
CC(O)/C=C/C1(O)C2(C)COC1(C)CC(O)C2 (stereo not given)	.	.	1	i	.	.	?
COc1ccc(C)cc1NC(=O)c1oc2ccc(S(=O)(=O)N3CCOCC3)cc2c1C	.	.	41	.	-1%	.	-5%
COc1ccc(C2C(C(=O)O)C(C(=O)O)C2c2ccc(OC)cc2O[C@@H]2O[C@H](CO)[C@@H](O)[C@H](O)[C@H]2O)c(O[C@@H]2O[C@H](CO)[C@@H](O)[C@H](O)[C@H]2O)c1 (stereo not given in full)	.	.	-19	1%[17.1 µM]	.	.	12%[23.9 µM]
Cc1cc(=O)n2nc(N3CCC(C(=O)NCc4ccc(Cl)cc4)CC3)sc2n1	.	.	-13	.	9%	.	12%
CNNCc1ccc(C(=O)NC(C)C)cc1	.	.	-10	i	41%[activator]	.	-1%
CCN(CC)S(=O)(=O)c1ccc2c(c1)N(CC(=O)Nc1c(C)cccc1C)C(=O)CO2	.	.	27	.	-11%	.	-6%
CN1C(=O)C2CCCCN2c2ccc(C(=O)NCc3ccccc3Br)cc21 (stereo not given)	.	.	-4	.	39%[activator]	.	-3%
CN1C(=O)C2(SCC(=O)N2c2ccc(Cl)cc2)c2ccccc21 (stereo not given)	.	.	-2	.	-16%	.	3%
CCN(CC)CCNC(=O)C1CCCN(c2nnc(C)c3c(C)n(-c4ccc(Cl)cc4)nc23)C1 (stereo not given)	.	.	3	.	-13%	.	?
FC(F)(F)c1ccc2c(c1)nc1n2[C@@H](CNCc2ccccc2)COC1	1%[172 µM]	?	-5	-12%[88.5 µM]	11%[87.6 µM]	?	5%[87.6 µM]
C[C@@]12C(=O)OC(=O)[C@]1(C)C1CCC2O1	.	.	8	1%	?	.	-26%[23.9 µM]
CCOC(=O)CCNC(=O)N1CCCOCCNC(=O)[C@@H]2CCC[C@@H]21	-6%	i	3	i	-1%	1%	1%
Cc1cccc(C)c1NC(=O)C1CCN(S(=O)(=O)c2cccc3nsnc23)CC1	.	.	5	.	13%	.	5%
SMILES	FLuc inh	HEK293 tox	IP6K1 inh	GPT2 inhibitor	SNCA expr inhib	3T3 cytotox	HEK293 viab
O=C(c1ccc(Cl)cc1)N1CCC(C(=O)N2CCC(c3nc4ncccc4[nH]3)C2)CC1 (stereo not given)	.	0%	14	i	32%[activator]	-15%	-5%[12.5 µM]
COc1ccc(CCNS(=O)(=O)c2ccc(N3CCCCS3(=O)=O)cc2)cc1	.	.	25	.	17%	.	13%
CSc1ccc(-c2cccc(CN3CCC(NC(=O)c4ccccc4Cl)CC3)c2)cc1	.	40µM*	-2	.	.	?	.
COc1ccc(NC(=O)CCc2cc3cc(C)ccc3[nH]c2=O)c(OC)c1	0%	0%	6	i	-3%	-1%	-1%
Cc1nc([C@H]2CCN(Cc3cccc(C#N)c3)C[C@H]2NC(=O)C2CC2)n[nH]1	6%	i	28	i	25%	-4%	8%[12.5 µM]
Cc1ccc(CN2CCc3nc(N4CCN(C)CC4)ncc3C2)cc1	.	.	16	.	-13%	.	1%
Cc1ccccc1NC(=O)Cn1c(C)cc2nc3n(c(=O)c21)CCCCC3	8%	-10%	-1	3%	0%	-9%	-13%
NC1CCCCN(C(=O)c2csc(Cc3ccccc3)n2)C1 (stereo not given)	0%	-8%	10	1%	-7%	-7%	3%
Cc1ccc(C)c(N2CCN(c3nc4ccccc4c4nc(-c5cccnc5)nn34)CC2)c1	.	.	8	.	17%	.	-2%
O=C(Cn1c(=O)n(Cc2ccco2)c(=O)c2ccccc21)Nc1cccc(F)c1	.	.	6	.	-3%	.	-3%
Cc1noc(C)c1CO[C@@H]1CCOC[C@H]1NC(=O)c1ccc2c(c1)CCCO2	1%	-12%	13	3%	?	-16%	-27%
Cc1ccc(CNC(=O)C2COc3ccccc3C2)cc1 (stereo not given)	.	.	31	.	82%[activator]	.	9%
COc1ccccc1-c1nc(C(=O)NCc2cccnc2)n2ccncc12	.	?	-9&-5	-13%&-2%	53%&77%[activator]	?	6%&6%
Cc1ccc(NC(=O)CN2C(=O)C(c3ccc(F)cc3)=NC2(C)C)c(C)c1	.	.	-6	.	-13%	.	-7%
Cc1cccc(C(=O)N2c3ncnn3C3(CCCCC3)[C@@H]3CCCC[C@@H]32)c1	.	.	-19	.	-14%	.	-11%
O=C(c1cc(Cl)ccc1F)N1CCCN(c2cc(-c3ccccc3)[nH]n2)CC1	-15%	?	-8	-22%	-11%	-27%	-7%

Compound profiles, from the list above. Order of screens: FLuc inh, HEK293 tox, IP6K1 inh, GPT2 inhibitor, SNCA expr inhib, 3T3 cytotox, HEK293 viab
COc1ccc(CCNS(=O)(=O)c2ccc(N3CCCCS3(=O)=O)cc2)cc1 is listed as ., ., 25, ., 17%, ., 13%
Cc1noc(C)c1CO[C@@H]1CCOC[C@H]1NC(=O)c1ccc2c(c1)CCCO2 is listed as 1%, -12%, 13, 3%, ?, -16%, -27%
Cc1ccc(NC(=O)CN2C(=O)C(c3ccc(F)cc3)=NC2(C)C)c(C)c1 is listed as ., ., -6, ., -13%, ., -7%
Cc1ccc(C)c(N2CCN(c3nc4ccccc4c4nc(-c5cccnc5)nn34)CC2)c1 is listed as ., ., 8, ., 17%, ., -2%
Cc1ccccc1NC(=O)Cn1c(C)cc2nc3n(c(=O)c21)CCCCC3 is listed as 8%, -10%, -1, 3%, 0%, -9%, -13%
